AI-2 QS modul: modulators of Vibrio harveyi AI-2 quorum sensing system | Vibrio harveyi JMH597 AI-2 luminescence/OD600 ratio, 9 h; stronger effect = lower value; strain lacks LuxN and CqsS sensors; 0 = neutral-control median | activity change, % at 7.5 µM | 0.4% of 300,000 active; in the data active means activity change below about -75%, passing the limit was not always enough;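 further: luminescence divided by OD600 gain over 9 h not by final OD600 alone; inactives centre near 13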
aSyn UTR inh: 5' untranslated region of α-synuclein, MLPCN primary screen | alpha-synuclein 5'UTR reporter, inhibitor activity | inhibition, % (tested at 7.5 µM) | 0.82% of 300,000 active | AID 1813; in the data active means inhibition above about 60%;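 further: H4 neuroglioblastoma cells stably carrying SNCA 5'UTR luciferase fusion; 0% = DMSO wells and 100% = positive control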
HSP90 refold inh: blocks HSP90-mediated luciferase refolding in reticulocyte lysate. Rabbit reticulocyte lysate, luciferase refolding luminescence, 3 h. inhibition, % at 5.6 µM. 0.91% of 290,000 active;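 active means inhibition above the screen-wide mean plus 3 SD, computed separately per campaign, cut at about 16% in these data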;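 further: 0% = DMSO wells and 100% = 60 µM geldanamycin wells; inhibitors lower the luminescence because luciferase stays unfolded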
PolyA inh: blocks polyadenylation in yeast reporter cells | S. cerevisiae SKY197-pL101 polyadenylation reporter, beta-gal luminescence; efflux-impaired pdr1/pdr3 knockout yeast; score 100 = 6 SD above DMSO | calls only at 12 µM | 0.02% of 300,000 active;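 active means lowest replicate activity score at least 50, where 100 means six control SD above control mean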;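 further: yeast exposed to compound for 9 h at 30 °C; higher score means more reporter readthrough which indicates perturbed polyadenylation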
GSK3A inh: inhibitors of human GSK-3 alpha kinase; 0.1% of 320,000 active; AID 2650; P49840; inhibition, % at 10 µM; ADP-Glo luminescence, 60 min;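 in the data active means inhibition above about 50%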;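 further: GST-tagged GSK-3 alpha with peptide substrate and 25 µM ATP; 0% = DMSO neutral wells and 100% = GW8510 positive control wells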
Target sequence (P49840 whole entry, looked up): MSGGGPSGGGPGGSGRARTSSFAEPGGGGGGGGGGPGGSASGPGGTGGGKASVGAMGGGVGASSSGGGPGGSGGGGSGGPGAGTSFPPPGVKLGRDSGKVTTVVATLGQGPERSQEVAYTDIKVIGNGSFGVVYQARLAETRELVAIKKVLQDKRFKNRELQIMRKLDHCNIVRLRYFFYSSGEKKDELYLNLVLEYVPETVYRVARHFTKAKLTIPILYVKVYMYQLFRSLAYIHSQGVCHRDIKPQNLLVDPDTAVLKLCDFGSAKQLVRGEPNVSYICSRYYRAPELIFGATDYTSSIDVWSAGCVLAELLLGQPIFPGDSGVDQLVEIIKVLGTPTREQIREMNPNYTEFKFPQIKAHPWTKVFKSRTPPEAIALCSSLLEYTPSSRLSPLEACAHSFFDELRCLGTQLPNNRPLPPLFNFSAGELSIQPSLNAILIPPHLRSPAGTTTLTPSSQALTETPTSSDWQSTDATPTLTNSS
HSF1 activator: increases HSF-1 driven luciferase reporter signal; 1.7% of 300,000 active; NIH3T3-HGL HSF-1 luciferase reporter, MG132, 8 h; 100% = twice DMSO control signal; AID 504408; activation, % at 9 µM;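 active means mean replicate activation of at least 50% with a set share of replicates each reaching 50%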;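 further: 0% = median of the neutral control wells and 100% = twice that signal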
KLF5 inh: kruppel-like factor 5 inhibition | DLD-1 KLF5 promoter-luciferase reporter, luminescence | inhibition, % at 5 µM | 0.23% of 290,000 active;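 active means inhibition above a per-plate limit of that plate's mean compound inhibition plus 3 SD, cut at about 60% in these data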;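 further: 0% = DMSO wells and 100% = LY294002 at 200 µM; higher means less KLF5 promoter-driven luciferase light; inactives centre near -14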
IEC-6 cytotox: counter-screen for KLF5 inhibitors: cytotoxicity in IEC-6 cells | IEC-6 cytotoxicity, luminescence viability | 0.78% of 290,000 active | inhibition, % at 5 µM; in the data active means inhibition above about 22%;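 further: 0% = plate median of test compound wells and 100% = cytotoxic reference compound wells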
GSK3B inh: blocks human GSK3beta kinase activity. P49841. GST-GSK3beta kinase, ADP-Glo luminescence, 60 min; stronger effect = lower value. activity score (negative = inhibition), % at 10 µM. 0.038% of 300,000 active;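 active means more than half of replicate wells score below -50%, meaning over 50% inhibition versus plate controls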;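 further: 0% = median DMSO wells and -100% = median GW8510 positive control wells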
Target sequence (P49841 whole entry, looked up): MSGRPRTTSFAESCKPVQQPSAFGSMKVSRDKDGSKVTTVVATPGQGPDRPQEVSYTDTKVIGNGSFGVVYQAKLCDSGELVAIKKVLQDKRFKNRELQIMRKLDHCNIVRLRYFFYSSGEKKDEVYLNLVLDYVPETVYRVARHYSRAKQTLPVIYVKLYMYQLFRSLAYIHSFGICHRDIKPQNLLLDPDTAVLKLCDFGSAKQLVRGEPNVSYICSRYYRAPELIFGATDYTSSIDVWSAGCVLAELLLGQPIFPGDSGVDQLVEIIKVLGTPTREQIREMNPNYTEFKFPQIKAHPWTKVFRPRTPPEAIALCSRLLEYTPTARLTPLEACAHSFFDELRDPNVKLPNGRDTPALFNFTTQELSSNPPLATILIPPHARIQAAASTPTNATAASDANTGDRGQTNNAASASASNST
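Test system: GST-tagged human GSK3beta kinase, cell-free; evaluation: activity score scaled between in-plate DMSO and GW8510 controls; measured by: ADP-Glo luminescence; incubation: 60 min reaction, RT; benchmarks: DMSO and 20 µM GW8510; reagent: peptide substrate plus 25 µM ATP (final); medium: Tris/MgCl2 kinase buffer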
HSF1 inhib: HSF1 inhibition. AID 2098. NIH3T3-HGL HSE-luciferase, MG132-induced, luminescence 8 h; stronger effect = lower value. 0.77% of 300,000 active. activity change, negative = inhibition, % at 7.5 µM (by protocol);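 active means more than half of replicate wells show activity change below -50%, luminescence cut by over half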;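 further: luciferase reports HSF-1 transcriptional activity via heat shock element; 0% = median of DMSO wells and -100% = zero luminescence signal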
* = called active by the depositor; i = inactive; / = no result given. An excerpt (hit frequency here may not be typical).

SMILES	AI-2 QS modul	aSyn UTR inh	HSP90 refold inh	PolyA inh	GSK3A inh	HSF1 activator	KLF5 inh	IEC-6 cytotox	GSK3B inh	HSF1 inhib
CCC(C)(C)NC(=O)C(c1ccc(OC)cc1)N(C(=O)CCC(=O)Nc1cc(C)on1)C1CC1 (centres undefined)	8	14	-4	i	3	14	1	2	-1	6
CCn1c(CCCNC(=O)c2ccc(F)cc2)nc2ccccc21	6	-11	1	i	0	-20	20	4	0	-1
COC(=O)C1Cc2c([nH]c3ccccc23)C(C(C)C)N1 (centres undefined)	-6	10	0	i	0	-19	-21	4	1	-9
Cc1ccc(N2C(=O)c3cccc4c(N)ccc(c34)C2=O)c2cccnc12	-12	100*	-3	i	-2	-29	63*	86*	-5	-19
CN(CC(=O)Nc1ccc(Cl)c(C(F)(F)F)c1)C(=O)c1ccc2c(c1)OCCO2	21	4	/	i	-1	-4	/	/	5	-3
O=C(COc1ccc(Cl)cc1)Nc1nnc(-c2ccc3c(c2)CCCC3)o1	18	-53	2	i	-1	6	-26	8	3	8
O=C(OCCCN=C1NS(=O)(=O)c2ccccc21)c1ccc([N+](=O)[O-])cc1	32	-5	-2	i	-3	5	3	3	1	0
Cc1ccc(N(C(=O)C2CCCC2)C2C=CS(=O)(=O)C2)cc1C (centres undefined)	19	23	2	i	1	-3	-5	3	-2	3
Cc1cccc(NC(=O)Nc2ccc(Br)cc2)n1	12	-127	-4	i	0	29	-88	13	-3	28
Cc1ccccc1S(=O)Cc1ccc(C(=O)NCCCN2CCCCC2)o1 (centres undefined)	-9	18	-3	i	-2	-1	-2	0	0	6
COc1ccc(CCCc2nnc(SCc3nc4ccccc4c(=O)[nH]3)n2C)cc1C	15	10	2	i	-6	29	-8	3	3	20
COCCCNCCCCOc1c(Cl)cc(C)cc1Br	14	-9	0	i	-3	-6	16	5	1	-2
CN(C)S(=O)(=O)c1ccc(-c2cn3ccccc3n2)cc1	31	-194	5	i	8	9	-49	2	-2	16
COc1ccc(/C=C(\NC(=O)c2ccc([N+](=O)[O-])cc2)C(=O)NCCCN2CCOCC2)cc1	/	3	0	i	-2	-2	3	1	/	-5
O=C(c1ccc(-n2cnnn2)cc1)N(C1CCCCC1)C1CCCCC1	19	23	-1	i	-2	/	-18	0	-2	/
O=C1CC(C(=O)N2CCN(Cc3ccccc3)CC2)CN1Cc1ccccc1 (centres undefined)	13	-9	/	i	-2	-12	/	/	3	-7
CCc1ccc(OCC(O)CN2CCCC2)cc1 (centres undefined)	-11	3	1	i	1	9	1	1	-2	-2
C/C=C/c1ccc(OCC(=O)OCC2=C(C(=O)OCC)C(C)NC(=O)N2)c(OC)c1 (centres undefined)	11	2	/	i	-4	4	/	/	2	-6
CCOc1ccc(S(=O)(=O)Nc2ccc(C(=O)NCCCN3CCOCC3)cc2)cc1	29	-9	/	/	0	1	/	/	-3	-3
O=C(c1ccco1)N1CCN(C2c3ccccc3-c3ccccc32)CC1	9	7	2	i	-3	4	2	16	3	5
CC(=O)Nc1ccc(S(=O)(=O)Nc2ncccn2)cc1	3	23	3	i	0	-6	-13	-6	-3	-2
CCN1CCCC1CNC(=O)c1cc(S(N)(=O)=O)ccc1OC (centres undefined)	12	-3	/	i	-2	-23	/	/	5	-14
COc1cc(NC(=O)CN(c2cc(C)cc(C)c2)S(=O)(=O)c2c(C)noc2C)cc(OC)c1	33	11	0	i	0	-7	-17	0	2	-2
COc1ccccc1CN1CCNC(=O)C1CC(=O)NC1Cc2ccccc2C1 (centres undefined)	7	11	3	i	/	5	1	3	3	5
O=C(Nc1nc(COc2ccccc2)cs1)C1CCC1	12	-103	0	i	-1	7	-140	-1	-1	-6
SMILES	AI-2 QS modul	aSyn UTR inh	HSP90 refold inh	PolyA inh	GSK3A inh	HSF1 activator	KLF5 inh	IEC-6 cytotox	GSK3B inh	HSF1 inhib
Cn1cccc1C(NC(=O)c1ccccc1)C(Cl)(Cl)Cl (centres undefined)	4	4	3	i	1	6	-28	6	-1	-4
CCOc1ccccc1/C=N/NC(=O)c1cccc(S(=O)(=O)N(CC)CC)c1	5	14	0	i	-3	-14	-13	0	2	-13
Cc1c(NC(=O)C(C)OC(=O)c2cc(Cl)ccc2O)c(=O)n(-c2ccccc2)n1C (centres undefined)	14	-7	0	i	-1	-3	-16	-4	3	-3
C=CCNC(=S)N(Cc1ccccc1)Cc1ccccc1	4	-5	-1	i	-1	-4	2	1	-3	6
O=C(Nc1cccc(C(=O)N2CCOCC2)c1)c1cccnc1	15	-8	1	i	2	-9	-16	0	0	-4
CCOC(=O)c1ccc(CNC(=O)C(Cc2c[nH]c3ccccc23)NC(C)=O)o1 (centres undefined)	38	17	-2	i	-5	0	-30	-1	-2	5
COc1ccc(CCNC(=O)CS(=O)(=O)c2cn(CC(=O)N(C(C)C)C(C)C)c3ccccc23)cc1OC	1	9	-2	i	4	1	-10	-1	-3	6
Cc1ccccc1OCC(=O)NCCC(=O)O	5	-17	1	i	-3	-15	17	3	5	-4
Cc1ccc(-n2ncc(C#N)c2/N=C/N2CCCCCC2)cc1	29	17	2	i	5	9	-6	1	-5	-2
COc1ccc(C(=O)c2c(-c3cccc(C)c3)oc3ccc(N4CCOCC4)cc23)cn1	25	5	2	i	4	1	-21	-11	1	4
CCC(C)NC(=O)C1CCN(C(=O)N(C)C)CC1 (centres undefined)	31	-29	-1	i	-1	-7	-16	2	0	-3
COc1cc(/C=C/C(=O)Nc2nc3ccc(S(=O)(=O)N(C)C)cc3s2)cc(OC)c1OC	25	-24	-4	i	-3	15	4	-1	-1	3
O=C(c1ccc(CSc2nc3ccncc3[nH]2)cc1)N1CCCCCC1	39	1	27*	i	6	13	10	2	2	2
Cc1cc(C)c2sc(N(CCN(C)C)C(=O)CCS(=O)(=O)c3ccccc3)nc2c1	-12	33	5	i	-4	-12	1	-1	-13	0
COc1ccc(C)cc1NC(=O)C1CCCN1C(=O)OCc1ccccc1 (centres undefined)	10	12	0	i	/	6	4	-4	-3	7
CCCN1CCN(C(=O)Cn2nc(C)n3c(cc4sccc43)c2=O)CC1	13	-8	-3	i	0	-2	-27	0	1	0
Cc1ccccc1NC(=S)N(CCN1CCCCC1)Cc1ccco1	19	0	5	i	1	4	-17	-1	1	-1
COc1ccc(C(=O)Nc2cc3c(cc2N2CCCCC2)n(C)c(=O)n3C)cc1OC	-3	7	-2	i	-3	10	-5	-6	2	7
CCN(CC(=O)Nc1c(F)cccc1F)C(=O)CN(C)S(=O)(=O)c1ccc(F)cc1	11	6	/	i	-3	-3	/	/	3	3
O=C(NCc1ccccc1)c1ccc[n+]([O-])c1	41	-14	-1	i	-1	7	-1	0	4	4
CCN1CCN(c2cc(N3CCc4ccccc4C3)c(F)cc2[N+](=O)[O-])CC1	19	-37	5	i	1	-7	-16	2	0	0
Cc1ccc(-c2nc3ccccc3c(=O)n2NC(=O)c2cccs2)cc1	4	-17	0	i	-2	6	-2	-2	2	4
O=C(NC1CC1)C1CCN(C(=O)c2ccccc2Cl)CC1	10	13	1	i	-4	-1	-6	-2	-1	-6
CCCCCc1ccc(OCCOCCn2c[n+](C)c3ccccc32)c(CCCCC)c1	40	26	4	i	/	-2	9	16	-13	-9
COc1ccc([N+](=O)[O-])cc1NC(=O)CSCc1ccc(Br)cc1	30	17	-1	i	2	10	4	5	-1	3
SMILES	AI-2 QS modul	aSyn UTR inh	HSP90 refold inh	PolyA inh	GSK3A inh	HSF1 activator	KLF5 inh	IEC-6 cytotox	GSK3B inh	HSF1 inhib
CCOC(=O)c1csc(NC(=O)CC2CCCC2)n1	15	-35	4	i	-5	3	-31	-1	4	8
CCCOc1ccc(C2(C(=O)O)CCCC2)cc1	46	-21	5	i	-5	0	-4	-1	4	-3
NS(=O)(=O)c1ccc(NC(=O)c2ccc(S(=O)(=O)N3CCc4ccccc43)cc2)cc1	29	-6	-1	i	-4	-8	-21	-2	1	-6
CCOc1ccccc1Nc1nnc(SCC(=O)NC(Cc2c[nH]c3ccccc23)C(=O)O)s1 (centres undefined)	19	-15	-11	i	-4	6	0	0	1	4
CC(=O)CC(=O)Nc1ccc(C(N)=O)cc1	-1	-8	-3	i	2	2	-9	-13	-1	-8
COc1ccc(S(=O)(=O)NC(CC(=O)NCc2ccco2)C(C)C)cc1 (centres undefined)	-3	7	-3	i	1	15	-43	-3	1	6
Cc1ccc2[nH]c(=O)c(CN(c3cccc(C)c3C)S(=O)(=O)c3ccccc3)cc2c1	-3	3	4	i	-2	18	12	0	-2	5
CCOC(=O)[C@@H]1[C@H]2COc3cc(OC)ccc3[C@@H]2N2C(=O)N(c3cccc(Cl)c3)C(=O)[C@]12C	10	16	-2	i	-3	38	-3	-5	0	9
O=C(Nc1ccnn1C1CCN(C(=O)c2c(F)cccc2F)CC1)C1CC1	13	-6	-1	i	-2	-3	-24	-1	-1	-4
COc1cc(C(=O)OCCNC(=O)c2ccncc2)cc(OC)c1OC	13	1	-1	i	-4	-19	-21	1	-1	-2
C/C(=N\Nc1nnc2c3ccccc3n(C)c2n1)c1ccc(C)o1	11	-85	0	i	2	-10	-30	-1	0	-8
CCOC(=O)c1sc(=S)n(C)c1NC(=O)c1ccccc1	15	22	-2	i	0	16	9	-11	4	-3
CC(C)CCN1CCN(Cc2cccc3nonc23)CC1CCO (centres undefined)	3	-17	2	i	4	14	-15	4	3	8
O=C(CSC1=Nc2ccccc2C2=NC(CC(=O)NCc3ccco3)C(=O)N12)NCC1CCCO1 (centres undefined)	11	-8	4	i	0	-20	-4	1	-3	-5
CC(=O)NC(Cc1c[nH]c2ccccc12)C(=O)OCC(=O)N1CCCCCC1 (centres undefined)	23	-17	-2	i	-1	33	1	0	-1	2
CC(=O)c1ccccc1NC(=O)COC(=O)CSCC(=O)Nc1cc(C)on1	3	1	/	i	0	18	/	/	6	1
CCOC(=O)CSc1ccc2nnc(CCNS(=O)(=O)c3ccccc3)n2n1	14	3	0	i	-2	9	3	-4	1	0
CCCCOC(=O)Nc1nnc(Cc2ccc(Cl)cc2)s1	16	2	3	i	4	-3	-31	3	7	-5
CC(NC(=O)C1(c2cccs2)CCOCC1)c1ccccc1 (centres undefined)	13	23	-5	i	0	2	-21	8	3	-6
Cc1ccsc1C(=O)NNC(=O)c1csc(N2CCOCC2)n1	24	-22	/	i	7	-8	/	/	-3	-6

Entries of single compounds, quoted from the list. Order of screens: AI-2 QS modul	aSyn UTR inh	HSP90 refold inh	PolyA inh	GSK3A inh	HSF1 activator	KLF5 inh	IEC-6 cytotox	GSK3B inh	HSF1 inhib
Profile of `CCOC(=O)[C@@H]1[C@H]2COc3cc(OC)ccc3[C@@H]2N2C(=O)N(c3cccc(Cl)c3)C(=O)[C@]12C` → 10	16	-2	i	-3	38	-3	-5	0	9
Profile of `COc1cc(C(=O)OCCNC(=O)c2ccncc2)cc(OC)c1OC` → 13	1	-1	i	-4	-19	-21	1	-1	-2
Profile of `CC(NC(=O)C1(c2cccs2)CCOCC1)c1ccccc1` (centres undefined) → 13	23	-5	i	0	2	-21	8	3	-6
Profile of `CC(=O)CC(=O)Nc1ccc(C(N)=O)cc1` → -1	-8	-3	i	2	2	-9	-13	-1	-8
